PKA-R1A act: activates the PKA-R1A holoenzyme complex; P00514+P68181; PKA-R1A dissociation, Cy5-IP20 fluorescence polarization; scaled: DMSO 0%, 113 µM cGMP 100%; activation, % at 11.4 µM; 340,000 tested, 0.083% active; AID 504707;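 active = percent activation above the mean of all tested compounds plus 3 SD, cut at about 19% in these data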;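 also: higher means more PKAc released from R1A so a rise in polarization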
E coli growth: bacterial growth inhibition, counter-screen for AddAB inhibitors; E. coli V3065 growth, OD600 absorbance, 18 h; inhibition, % at 11.9 µM; 330,000 tested, 0.27% active;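 active = inhibition above the campaign's mean inhibition across all tested compounds plus 3 SD, cut at about 9.9% in these data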;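 also: uninfected addAB+ strain grown without phage in ampicillin broth; 0% = DMSO wells and 100% = ciprofloxacin 0.95 µg/ml wells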
Tat transport: blocks Tat-dependent protein export in E. coli. E. coli MC4100 TorA-mCherry Tat export, fluorescence. AID 488895. inhibition, % at 10 µM. 340,000 tested, 0.036% active;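 active = mean replicate inhibition at least 50% and at least half of replicates individually reaching 50%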;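 also: exported cargo escapes ClpAP degradation while cytoplasmic cargo is degraded and loses fluorescence; 0% = median of neutral control wells and 100% = median of NaSCN control wells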
PKA-R2B activ: activates the human PKA-R2B holoenzyme complex; P22694+P31323; activation, % at 11.4 µM; PKA-R2B holoenzyme dissociation, Cy5-IP20 fluorescence polarization; R2B truncated from residue 108, S112A mutant; 0% DMSO only, 100% 113 µM cGMP; 340,000 tested, 0.079% active;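 active = activation above a cutoff set at the mean over all compounds plus 3 SD, cut at about 18% in these data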;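 also: higher means more holoenzyme dissociation and a rise in polarization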
Target sequence (P31323 whole entry, looked up, other chains not shown, the tested form may be a part): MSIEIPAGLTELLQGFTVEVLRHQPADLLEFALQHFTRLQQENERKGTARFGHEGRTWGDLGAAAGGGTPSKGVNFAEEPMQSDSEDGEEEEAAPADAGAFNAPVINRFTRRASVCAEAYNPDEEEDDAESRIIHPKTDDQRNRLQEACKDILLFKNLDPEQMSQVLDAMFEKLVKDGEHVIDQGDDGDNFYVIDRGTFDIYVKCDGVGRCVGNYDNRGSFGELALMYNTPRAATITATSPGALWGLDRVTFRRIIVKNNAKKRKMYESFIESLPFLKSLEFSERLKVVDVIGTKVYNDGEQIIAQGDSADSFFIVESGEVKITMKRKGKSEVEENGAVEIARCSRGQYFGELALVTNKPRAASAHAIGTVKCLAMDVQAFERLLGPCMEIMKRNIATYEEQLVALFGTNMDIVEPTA
MOR-DOR inv ag: mu-delta opioid heterodimer inverse agonism; P35372+P41143; cell-based MOR-DOR heterodimer luminescence; inhibition, % at 9.3 µM; 340,000 tested, 0.21% active; in the data active = inhibition above about 22%, passing the limit was not always enough;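 also: 0% = cells with DMSO and 100% = wells without cells with DMSO; values of inactives mirror those of a sister screen read the other way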
HTR5A inv ag: HTR5A inverse agonism, opioid heterodimer counter-screen; P47898; HTR5A cell line, luminescence; inhibition, % at 9.3 µM; 340,000 tested, 0.083% active; AID 504634; in the data active = inhibition mostly above about 23%, no sharp cut-off; inactive = mostly below about 18%;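 also: 0% = cells with DMSO and 100% = no-cell wells with DMSO; some compounds called inactive have numbers as strong as hits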
Target sequence (P47898 whole entry, looked up): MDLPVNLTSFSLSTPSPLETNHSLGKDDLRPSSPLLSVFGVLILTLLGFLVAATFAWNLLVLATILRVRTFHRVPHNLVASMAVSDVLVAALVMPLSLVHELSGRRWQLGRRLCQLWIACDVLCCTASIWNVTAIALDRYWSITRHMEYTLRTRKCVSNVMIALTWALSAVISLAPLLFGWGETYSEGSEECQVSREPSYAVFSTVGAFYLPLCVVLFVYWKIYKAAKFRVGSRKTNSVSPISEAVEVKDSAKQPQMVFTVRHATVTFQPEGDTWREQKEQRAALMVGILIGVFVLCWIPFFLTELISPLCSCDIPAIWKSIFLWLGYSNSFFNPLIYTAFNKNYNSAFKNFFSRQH
OPRM1-OPRD1 ag: agonists of human mu-delta opioid receptor heterodimerization; 340,000 tested, 0.3% active; P35372+P41143; activation, % at 9.3 µM; cells, OPRM1-OPRD1 heterodimerization, luminescence; in the data active = activation above about 18%;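 also: 0% = vehicle-treated cells and 100% = reference agonist; values of inactives mirror those of a sister screen read the other way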
Mot1-301 SUMO: SUMOylation pathway inhibition by Mot1-301 growth rescue. S. cerevisiae Mot1-301 growth rescue, ATP luminescence, 38.5C; percent above DMSO median, 100 means doubled. growth rescue, % at 18.8 µM. 320,000 tested, 1% active;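 active = every valid replicate shows activation above 250% relative to neutral control wells; inactive = the rest, any valid replicate at or below 250%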;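 also: OY570 slx delta 5 strain wells were the positive control but not used for scaling; some compounds called inactive have numbers as strong as hits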
PfHsp90 yeast 2: inhibits growth of yeast expressing Plasmodium falciparum Hsp90; S. cerevisiae expressing PfHsp90, BacTiter-Glo ATP, 48 h; yeast lacking PDR1 and PDR3 efflux regulators; inhibition, % at 9.4 µM; AID 504621; 310,000 tested, 0.32% active;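 active = every replicate shows inhibition above about 80%, whatever the replicate mean, limit read from the data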;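 also: 0% = DMSO neutral controls and 100% = 20 µM radicicol positive controls; yeast relying on Plasmodium falciparum Hsp90 in place of its own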
phage Ecoli inh: E. coli growth loss with phage present; growth absorbance; inhibition, % at 11.9 µM; 360,000 tested, 0.26% active; AID 651602; in the data active = inhibition above about 11%
AddAB inh: less growth of phage-infected E. coli with AddAB; AID 435030; 330,000 tested, 0.29% active; inhibition, % at 11.9 µM; E. coli expressing H. pylori AddAB, absorbance growth; in the data active = inhibition above about 12%;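 also: 0% = vehicle wells of infected cells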
* hit, by the source's call; · = not tested or not shown.

SMILES | PKA-R1A act | E coli growth | Tat transport | PKA-R2B activ | MOR-DOR inv ag | HTR5A inv ag | OPRM1-OPRD1 ag | Mot1-301 SUMO | PfHsp90 yeast 2 | phage Ecoli inh | AddAB inh
COc1cccc(CN(C)C(=O)c2cccc(NC(=O)CC3SC(N4CCCCC4)=NC3=O)c2)c1OC (stereo not given) | -3 | -1.4 | -7 | 5 | 10 | 6 | -2.5 | -6 | 13 | 4.4 | -0.3
O=C(CCN1CCCCC1=O)NC1CCCN(Cc2ccc(Cl)cc2)C1 (stereo not given) | -7 | -1.3 | -20 | 8 | 6 | -5 | -1.1 | -13 | -14 | -1.2 | 2.4
CCn1c(=O)oc2cc(NC(=O)CCl)ccc21 | -11 | -1.7 | -2 | 7 | 12 | -11 | -2.3 | -32 | -2 | 1.4 | 1.4
COCCn1c(Cc2ccccc2)nnc1SCC(=O)NC1CC1 | -9 | 0.5 | 2 | 3 | 16 | 2 | -3.0 | 314 | 16 | -1.1 | 3.4
Cc1ccc(C)c(NC(=O)CSc2nc(N)c(NC(=O)c3cccs3)c(=O)[nH]2)c1 | 3 | · | -8 | 5 | 11 | -13 | -1.9 | · | 19 | 1.4 | ·
CCc1nc(CN(C)C(=O)C2CCC(=O)N(Cc3cccc(F)c3)C2)no1 (stereo not given) | -3 | 1.9 | 2 | -2 | 9 | -24 | -1.7 | -1 | 21 | 0.3 | 1.9
NS(=O)(=O)c1ccc(NC(=O)COc2ccc(Cl)cc2)cc1 | -8 | 2.4 | 1 | -8 | 9 | -7 | -2.1 | 228 | 19 | -1.8 | 1.7
Brc1cc(Br)c2ncnc(N3CCCCC3)c2c1 | 8 | -1.3 | -3 | -9 | 20 | -34 | -3.5 | 17 | -4 | 1.3 | -2.6
Cc1cc(OCc2nnc(SCC(=O)OC3CCCCC3)o2)ccc1Cl | 2 | -1.9 | 0 | -6 | 9 | -17 | -1.8 | 8 | · | 1.2 | 2.1
O=C(NC1CCN(C(=S)NCCc2ccccc2)CC1)C1CCCCC1 | 4 | 1.4 | -3 | 11 | 4 | 4 | -0.8 | -3 | 14 | 3.9 | 0.0
COC(=O)[C@@]1(Cc2ccccc2)[C@H]2C(=O)N(Cc3ccccc3)C(=O)[C@H]2[C@H]2CN=C(SCC(=O)c3ccccc3)N21 | -4 | 2.0 | 4 | -11 | 13 | 13 | -2.7 | · | 4 | 2.7 | -0.7
O=C(COC(=O)CC1CC2CCC1C2)NC(=O)NCc1ccco1 (stereo not given) | -15 | -1.5 | 4 | 1 | -16 | -37 | 2.9 | -1 | -1 | -2.6 | 0.7
COc1ccccc1/C=C/C(=O)OCC(=O)N1CCCCC1 | 0 | -1.1 | -3 | 2 | 2 | -16 | -0.4 | 0 | 16 | 1.9 | 0.2
CCCn1c(-c2ccncc2)n[nH]c1=S | -2 | 1.4 | 1 | -13 | 1 | 7 | -0.3 | 6 | 5 | 1.8 | -1.0
O=C(O)c1ccccc1C(=O)c1ccc2c(c1)N(Cc1cccc(F)c1)C(=O)CO2 | 0 | 0.1 | 5 | -9 | -30 | 10 | 5.2 | 5 | 16 | 2.6 | -1.3
O=c1cc(O)c2ccccc2n1Cc1ccccc1F | -7 | 1.9 | -2 | 0 | -3 | 3 | 0.7 | -4 | -9 | 2.4 | 1.1
CCOc1ccc(NC(=O)C(C)O)c(NS(=O)(=O)c2ccc(CCNC(C)=O)cc2)c1 (stereo not given) | -11 | 0.7 | -3 | -6 | 5 | 15 | -1.0 | 204 | -12 | 1.8 | 1.8
COc1ccc(Cc2nnc(NC(=O)c3cccc([N+](=O)[O-])c3C)s2)cc1 | -2 | 0.2 | 5 | 10 | 0 | -9 | 0.0 | 359 | · | 2.7 | -0.3
Cc1ccc(Oc2nnc(-c3cccs3)c3ccccc23)cc1 | -7 | 2.1 | -3 | 8 | -6 | 9 | 1.2 | 5 | -13 | 3.5 | 2.6
Brc1ccc([C@H]2CN3CCSC3=N2)cc1 | -6 | -1.0 | 2 | -3 | 15 | 8 | -2.7 | 17 | 16 | 1.8 | 0.6
O=c1cc(CN2CCN(c3ccccc3)CC2)c2c(ccc3ccccc32)o1 | -1 | -1.2 | 6 | -3 | 16 | -23 | -3.7 | 31 | -36 | 1.4 | 2.1
Cc1ccc(N2C(=O)C(Cl)=C(Nc3c(C)n(C)n(-c4ccccc4)c3=O)C2=O)cc1 | 1 | -2.0 | 5 | -5 | 8 | -11 | -1.4 | 17 | 5 | 2.6 | 0.4
COc1ccc(NS(=O)(=O)c2cccc(C(=O)NNC(=O)c3cccn3C)c2)cc1 | 0 | 0.4 | -2 | -4 | 11 | -2 | -2.1 | 2 | -16 | -2.0 | 0.7
Clc1cccc(-c2sc(Nc3ccccc3)n[n+]2-c2ccccc2)c1Cl | -10 | -0.3 | -11 | -10 | -16 | -1 | 3.5 | -8 | 0 | 1.2 | 2.4

Fetched by structure from the entries so far (5):
SMILES | PKA-R1A act | E coli growth | Tat transport | PKA-R2B activ | MOR-DOR inv ag | HTR5A inv ag | OPRM1-OPRD1 ag | Mot1-301 SUMO | PfHsp90 yeast 2 | phage Ecoli inh | AddAB inh
O=C(O)c1ccccc1C(=O)c1ccc2c(c1)N(Cc1cccc(F)c1)C(=O)CO2 | 0 | 0.1 | 5 | -9 | -30 | 10 | 5.2 | 5 | 16 | 2.6 | -1.3
NS(=O)(=O)c1ccc(NC(=O)COc2ccc(Cl)cc2)cc1 | -8 | 2.4 | 1 | -8 | 9 | -7 | -2.1 | 228 | 19 | -1.8 | 1.7
Cc1cc(OCc2nnc(SCC(=O)OC3CCCCC3)o2)ccc1Cl | 2 | -1.9 | 0 | -6 | 9 | -17 | -1.8 | 8 | · | 1.2 | 2.1
O=C(CCN1CCCCC1=O)NC1CCCN(Cc2ccc(Cl)cc2)C1 (stereo not given) | -7 | -1.3 | -20 | 8 | 6 | -5 | -1.1 | -13 | -14 | -1.2 | 2.4
COc1ccccc1/C=C/C(=O)OCC(=O)N1CCCCC1 | 0 | -1.1 | -3 | 2 | 2 | -16 | -0.4 | 0 | 16 | 1.9 | 0.2

Other results
SMILES | PKA-R1A act | E coli growth | Tat transport | PKA-R2B activ | MOR-DOR inv ag | HTR5A inv ag | OPRM1-OPRD1 ag | Mot1-301 SUMO | PfHsp90 yeast 2 | phage Ecoli inh | AddAB inh
Cc1noc(/C=C/N(C)C)c1S(=O)(=O)NC1CCCCC1 | 2 | 1.5 | 4 | 6 | 1 | -20 | -0.1 | -1 | 11 | 1.1 | 2.2
COc1ccc(S(=O)(=O)Nc2cc(C)on2)cc1NC(C)=O | 0 | 2.3 | 0 | 2 | -2 | -3 | 0.5 | -2 | -11 | -0.4 | 2.6
COc1ccc(-c2n[nH]c(=S)n2-c2ccc(C)cc2)cc1 | 0 | 0.3 | 5 | -12 | -10 | 6 | 1.9 | -7 | -43 | 4.0 | -0.5
O=C(NC(=S)Nc1ccccc1O)c1ccc(-c2ccc(Cl)cc2)o1 | -8 | -3.5 | -5 | -21 | -31 | 4 | 7.0 | -5 | -38 | -2.5 | -0.9
CCN1CCN(CC(=O)Nc2ccccc2)C(=O)C1=O | -4 | 1.2 | -9 | -8 | 12 | -20 | -1.9 | 184 | 0 | 2.4 | 0.9
CCC(=O)Nc1cccc(-c2cc3ccccc3oc2=O)c1 | -7 | 1.5 | -1 | -5 | 7 | 7 | -1.0 | 4 | -1 | 5.1 | 3.9
O=C(CSc1nnnn1C1CCCCC1)Nc1ccccc1F | 0 | 0.5 | -7 | -7 | 10 | 7 | -2.0 | 0 | -21 | 0.5 | 1.9
N#Cc1ccc(-c2csc(NC(=O)c3ccc(S(=O)(=O)N4CCc5ccccc5C4)cc3)n2)cc1 | -7 | -1.2 | -5 | 7 | -1 | -8 | 0.1 | -9 | 21 | 1.0 | -0.5
C/C=C/c1ccc(OCCCCN2CCC(C)CC2)c(OC)c1 | 6 | -1.8 | 6 | 6 | 9 | 7 | -1.8 | 38 | 9 | 2.5 | 3.8
Fc1cccc(C[n+]2csc3ccccc32)c1 | 2 | -0.3 | 7 | 1 | 3 | 21 | -0.5 | -12 | -13 | 1.6 | 2.1
CC(=O)Nc1ccc2c(c1)Cc1c(F)cccc1-2 | 6 | · | 3 | 3 | 8 | -1 | -1.6 | · | -9 | 0.6 | ·
Oc1ccccc1/C=N/c1c(-c2ccco2)nc2ccccn12 | 4 | -0.7 | -4 | 7 | -18 | 6 | 2.8 | -25 | 24 | 3.3 | 0.2
CN(C)S(=O)(=O)c1ccc(N2CCCC2)c(C(=O)NNC(=O)COc2cccc(F)c2)c1 | 8 | 0.3 | 1 | -1 | -4 | 3 | 1.1 | 6 | 14 | 2.7 | 1.3
C=C1c2cccc(OC)c2O[C@H](C(=O)OCC)[C@@H]1CC(CC)CCCC (stereo not given in full) | -3 | -1.1 | 3 | -4 | -1 | -2 | 0.2 | · | -15 | 0.8 | -2.8
CCn1ccc(C(=O)Nc2ccccc2SC)n1 | 0 | 0.9 | 0 | -11 | 18 | 6 | -3.7 | 9 | -2 | 3.7 | 3.3
O=C(c1cnn2c(C(F)(F)F)cc(-c3ccc4c(c3)OCO4)nc12)N1CCCC1 | 11 | -0.7 | 0 | -4 | 3 | -5 | -0.6 | -3 | 15 | 0.1 | 0.0
Cc1ccc(N(CC(=O)NC(C)(C)C)C(=O)CCC(=O)Nc2nccs2)c(C)c1 | -8 | · | 3 | 18 | 11 | 1 | -2.3 | -10 | 19 | 2.1 | ·
